Pol beta inh – qHTS Assay for Inhibitors of DNA Polymerase Beta; P06746; Pol beta primer extension/strand displacement, fluorescence kinetic; Potency, µM (top dose mostly 114 µM), for inactives: at the highest dose activity change, negative = inhibition, hits mostly inhibitors; hit rate 1.3% among 340,000; AID 485314, 2010; further: potency means the concentration at half of the fitted maximal effect; on the % scale 0 is the no-effect control and ±100 the full control effect
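Pol beta (10 nM) was preincubated with compound for 15 min at room temperature. The reaction was then started with 50 nM substrate and read immediately and after a further 10 min at room temperature.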
Anesthetic bind – qHTS Assay for Identification of Novel General Anesthetics; Ferritin light chain (Equus caballus), P02791; AID 485281, 2010; Potency, µM (highest dose often 77.5 µM), for inactives: at the highest dose activity change, negative = displacement, actives largely listed as inhibitors; apoferritin/1-aminoanthracene competitive binding, fluorescence; hit rate 0.074% among 350,000; further: potency means the concentration at half of the fitted maximal effect; on the % scale 0 is the no-effect control and ±100 the full control effect; nearly all actives have a fitted effect of over 20% in size
Target sequence (P02791 2-175 limits assumed): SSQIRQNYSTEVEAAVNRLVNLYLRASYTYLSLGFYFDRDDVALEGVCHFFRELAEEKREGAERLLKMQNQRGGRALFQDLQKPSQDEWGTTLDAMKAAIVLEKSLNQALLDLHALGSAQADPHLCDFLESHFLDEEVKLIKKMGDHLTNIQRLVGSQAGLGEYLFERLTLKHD
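In PBS, apoferritin at 10 uM is loaded with 1-AMA from a 50% saturated solution. After 10 min of compound exposure at ambient temperature, reduced 535 nm fluorescence indicates probe displacement.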
TRHR agonist – qHTS for Small Molecule Agonists and Allosteric Enhancers of Human TRH Receptor: Primary Screen for Agonists; hit rate 0.18% among 360,000; Thyrotropin-releasing hormone receptor (Homo sapiens), P34981; TRHR cells, calcium flux fluo-8, FDSS agonist mode; activation, % at 2 µM; in the data active means activation above about 30%; further: 0% is about no effect
Target sequence (P34981 whole entry, looked up): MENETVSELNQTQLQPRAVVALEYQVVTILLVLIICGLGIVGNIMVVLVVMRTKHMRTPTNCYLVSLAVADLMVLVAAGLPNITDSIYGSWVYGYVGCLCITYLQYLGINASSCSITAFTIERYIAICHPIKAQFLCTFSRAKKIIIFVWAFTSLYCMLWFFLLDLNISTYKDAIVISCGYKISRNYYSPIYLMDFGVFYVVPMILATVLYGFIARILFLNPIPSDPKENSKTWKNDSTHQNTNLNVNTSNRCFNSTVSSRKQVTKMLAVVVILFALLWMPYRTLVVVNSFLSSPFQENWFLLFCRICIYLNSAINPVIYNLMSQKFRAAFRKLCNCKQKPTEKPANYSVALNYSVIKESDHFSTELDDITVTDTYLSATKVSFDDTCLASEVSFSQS
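Read-out: compound-evoked intracellular calcium rise in TRHR cells, fluo-8 dye, kinetic FDSS fluorescence at 1 s/cycle following a 10-cycle baseline. Cells cultured overnight before dye loading (30 min–1.5 h, RT).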
POLI inh – qHTS for Inhibitors of Polymerase Iota; DNA polymerase iota (Homo sapiens), Q9UNA4; Pol iota fluorescent replication assay, 10 min; Potency, µM (series often up to 115 µM), inactives show at the highest dose activity, negative = inhibition, actives largely listed as inhibitors; hit rate 1% among 390,000; AID 588590, 2011; further: potency means the concentration at half of the fitted maximal effect
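Pol iota at 10 nM preincubated 15 min with compounds at room temperature; reaction started with fluorescent substrate, 50 nM final. Fluorescence read kinetically at 0 and 10 min; buffer-only wells as negative control.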
Pol kappa inh – qHTS for Inhibitors of Polymerase Kappa; DNA polymerase kappa (Homo sapiens), Q9UBT6; purified Pol kappa, fluorescent DNA synthesis assay, 10 min; Potency, µM (doses to about 107 µM), without a hit: at the highest dose activity, negative = inhibition, usual class: inhibitors; hit rate 0.53% among 400,000; AID 588579, 2011; further: potency means the concentration at half of the fitted maximal effect; on the % scale 0 is the no-effect control and ±100 the full control effect
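50 nM final substrate added after 15 min RT preincubation of 10 nM Pol kappa with compound; fluorescence read at 0 and 10 min.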
BLM helicase inh – qHTS Assay for Inhibitors of Bloom's syndrome helicase (BLM). AID 2528, 2010. hit rate 0.2% among 350,000. RecQ-like DNA helicase BLM (Homo sapiens), P54132. recombinant BLM DNA unwinding, fluorescence dequenching. Potency, µM (titrated, usually from 56.1 µM), without a hit: at the highest dose activity change, negative = inhibition, actives largely listed as inhibitors;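 further: potency means the concentration at half of the fitted maximal effect; plate controls were vehicle for no effect and no enzyme for full effect; nearly all actives have a fitted effect of over 35% in size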
12-LOX inh – Primary qHTS assay for inhibitors of human arachidonate 12S-lipoxygenase (ALOX12): Round 2 | purified 12hLO, xylenol orange hydroperoxide absorbance | Potency, µM (titrated, usually from 108 µM), without a hit: top-dose activity change, negative = inhibition, actives largely listed as inhibitors | hit rate 1.1% among 580,000; further: potency means the concentration at half of the fitted maximal effect; on the % scale 0 is the no-effect control and ±100 the full control effect
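Hydroperoxide product was detected by ferrous iron/xylenol orange as the 573 to 405 nm absorbance ratio. Arachidonic acid at 40 uM (final) was turned over for 30 min at room temperature by 150 nM human 12hLO, pH 7.0 Hepes buffer, after 15 min compound preincubation.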
APE1 inh – qHTS Assay for Inhibitors of the Human Apurinic/apyrimidinic Endonuclease 1 (APE1); DNA repair nuclease/redox regulator APEX1 (Homo sapiens), P27695; recombinant APE1, TAMRA/BHQ-2 abasic DNA cleavage fluorescence; Potency, µM (titrated, usually from 65.8 µM), for inactives: at the top dose activity change, negative = inhibition, actives largely listed as inhibitors; hit rate 0.35% among 350,000; AID 2517, 2012;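 further: potency means the concentration at half of the fitted maximal effect; plate controls were vehicle for no effect and reference inhibitor for full effect; nearly all actives have a fitted effect of over 55% in size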
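Substrate: short duplex with […] THF abasic site, 5'-TAMRA and 3'-BHQ-2, 50 nM final. APE1 at 0.75 nM, preincubated 15 min RT with compound. Fluorescence increase from first to third read measured activity.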
ERG-DNA inh – qHTS for Small Molecule Inhibitors of the ERG Ets/DNA interaction; fluorescence polarization, His-ERG Ets domain / labelled DNA; Potency, µM (titrated, usually from 76.9 µM), for the others: top-dose FP activity, negative = inhibition, usual class: inhibitors; hit rate 0.028% among 370,000; Transcriptional regulator ERG (Homo sapiens), P11308; active means well fitted inhibition curve with a large enough effect in the polarisation, with a control signal flat; inconclusive means small, poorly fitted or top-dose-only effect, or effect the other way, or a change in a side signal; inactive means no such curve, though single readings can be large or run the other way; the % refers to the polarisation;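 further: polarization taken with two DNA probes labelled with fluorescein and Texas red; potency means the concentration at half of the fitted maximal effect; % of control where 0% means no effect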
Target sequence (P11308 whole entry, looked up, the tested form may be a part): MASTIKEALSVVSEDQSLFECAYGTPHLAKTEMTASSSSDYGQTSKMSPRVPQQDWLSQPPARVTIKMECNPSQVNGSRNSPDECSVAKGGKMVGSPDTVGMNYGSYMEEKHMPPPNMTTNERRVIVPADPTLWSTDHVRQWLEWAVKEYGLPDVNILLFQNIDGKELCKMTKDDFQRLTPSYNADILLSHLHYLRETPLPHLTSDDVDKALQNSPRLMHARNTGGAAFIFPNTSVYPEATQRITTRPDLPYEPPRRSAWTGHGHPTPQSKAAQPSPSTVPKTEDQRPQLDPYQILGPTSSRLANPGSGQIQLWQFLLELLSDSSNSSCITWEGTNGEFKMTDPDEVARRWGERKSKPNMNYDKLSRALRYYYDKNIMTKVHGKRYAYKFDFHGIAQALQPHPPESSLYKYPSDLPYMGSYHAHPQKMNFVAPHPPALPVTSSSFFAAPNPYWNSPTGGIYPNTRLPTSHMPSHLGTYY
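His-tagged ERG Ets domain (1 uM in the protein solution; 300mM KCl, 50mM Tris-HCl, 1mM EDTA, 1mM DTT, pH 7.5) received compound, then a probe mix of 5 nM fluorescein-DNA and 100nM Texas-615-DNA. Fluorescence polarization was read for both dyes.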
* hit, by the source's call; ? = inconclusive; / = no result given; [ ] = another dose, or the depositor's remark. Unless noted, the call rests on the fitted dose curve; in most records, active means well fitted curve in the direction sought with a large enough effect; inconclusive means small, poorly fitted or top-dose-only effect, or another doubt; inactive means no such curve, though single readings can be large; an effect the other way counts as inactive or inconclusive. Some of the compounds tested. The share of hits here may be higher or lower than overall.

SMILES	Pol beta inh	Anesthetic bind	TRHR agonist	POLI inh	Pol kappa inh	BLM helicase inh	12-LOX inh	APE1 inh	ERG-DNA inh
COc1ccc(CNC(=O)C/C(C)=N/NC(=O)c2cc(OC)cc(OC)c2)cc1	30%	-7%	0.4	/	/	2%	/	-14%	/
CC(C)N(Cc1cnn(C)c1)C(=O)C1CCC(=O)N(CCc2cccc(F)c2)C1 (stereo not drawn)	5%	2%	0.3	7%	-15%	2%	143%[activator]	-8%	-6%
CN(C)CCCNc1oc(/C=C/c2cccs2)nc1S(=O)(=O)c1ccccc1	?	-11%	1.4	26%	-12%	-5%	-14%	-14%	5%
Cc1cccc(NC(=O)CCC(=O)N/N=C/c2ccco2)c1	-11%	-15%	0.1	13%	-29%	2%	4%	-6%	5%
CCCCCCCCCCCCCCCC(=O)NCCc1c[nH]c2ccccc12	8%	-2%	-0.7	54%[activator]	-1%	8%	-1%	3%	0%
COc1ccc(OC)c(C2CC(=O)Nc3n[nH]c(-c4ccccc4)c32)c1 (stereo not drawn)	-1%	-10%	0.1	1%	9%	-3%	5%	11%	5%
C[C@H]1CN=C(Nc2ccccc2)N1CC1CCC1	-1%	-1%	0.3	28%	-3%	-2%	6%	18%	-3%
C=CCNC(=O)N1CCCC(N2CCN(c3ccccc3OC)CC2)C1 (stereo not drawn)	28%	0%	0.4	111%[activator]	-3%	0%	22%	24%	8%
CCOC(=O)c1c(/N=C/N(C)C)sc(/C=N/Nc2ccccc2)c1-c1ccccc1Cl	-13%[57.1 µM]	-14%	2.4	26%	-4%	-5%	?	-4%	8%
CCSc1nnc(NC(=O)Cc2ccc(OC)c(OC)c2)s1	10%	-10%	-0.5	12%	2%	-3%	56%[activator]	0%	9%
NNc1nc(C(F)(F)F)nc2ccccc12	2%	-13%	3.4	55%[activator]	8%	-7%	35%[activator]	?	4%
CS(=O)(=O)c1ccccc1-c1nc(-c2ccc([N+](=O)[O-])cc2)no1	-12%	-4%	-0.8	89%[activator]	1%	0%	-2%	-5%	-4%
CCOc1ccc(N2C(=O)C3=C(C(c4ccc(Cl)cc4)=NCCN3)C2c2cccnc2)cc1 (stereo not drawn)	11%	-5%	-0.1	88%[activator]	-6%	0%	4%	2%	6%
O=C(N/N=C/c1ccc(Sc2nc3ccccc3[nH]2)o1)c1ccncc1	?	-4%	0.0	19%	-19%	-6%	12%	6%	-7%
N#CC(c1ccc(F)cc1)c1ccc(C(=O)c2ccccc2)cc1 (stereo not drawn)	3%	-9%	-0.3	-12%	-3%	-11%	11%	-1%	6%
COc1cccc(OCCCCCCN2CCOCC2)c1	4%	-11%	-0.6	16%	-4%	0%	-33%	?	-1%
Cc1ccc(Nc2nc3ccccc3nc2Nc2c(C)n(C)n(-c3ccccc3)c2=O)cc1	20%	-4%	-0.2	14%	-11%[60.1 µM]	0%	-2%	-4%	-13%
O=C(O)Cn1nnc(COc2ccccc2)n1	9%	11%	0.6	9%	-4%	-2%	-24%	78%[activator]	-2%
COCCCNC(=O)CCCn1c(SCC(=O)c2ccc(Br)cc2)nc2c(sc3ccccc32)c1=O	?	-4%	0.0	-23%	-12%	-8%	?	/	1%
Cc1ccc(C(=O)NC2CCC(C)CC2)s1 (stereo not drawn)	/	/	0.2	36%[activator]	-2%	/	0%	-11%	11%

Some of these compounds in order of the ERG-DNA inh value, low to high:
SMILES	Pol beta inh	Anesthetic bind	TRHR agonist	POLI inh	Pol kappa inh	BLM helicase inh	12-LOX inh	APE1 inh	ERG-DNA inh
Cc1ccc(Nc2nc3ccccc3nc2Nc2c(C)n(C)n(-c3ccccc3)c2=O)cc1	20%	-4%	-0.2	14%	-11%[60.1 µM]	0%	-2%	-4%	-13%
COCCCNC(=O)CCCn1c(SCC(=O)c2ccc(Br)cc2)nc2c(sc3ccccc32)c1=O	?	-4%	0.0	-23%	-12%	-8%	?	/	1%
CCOc1ccc(N2C(=O)C3=C(C(c4ccc(Cl)cc4)=NCCN3)C2c2cccnc2)cc1 (stereo not drawn)	11%	-5%	-0.1	88%[activator]	-6%	0%	4%	2%	6%
Cc1ccc(C(=O)NC2CCC(C)CC2)s1 (stereo not drawn)	/	/	0.2	36%[activator]	-2%	/	0%	-11%	11%

Later entries.
SMILES	Pol beta inh	Anesthetic bind	TRHR agonist	POLI inh	Pol kappa inh	BLM helicase inh	12-LOX inh	APE1 inh	ERG-DNA inh
Cc1ccc(-c2nnnn2-c2ccc(C)cc2)cc1	23%	-10%	0.4	46%[activator]	-1%	-4%	?	-9%	1%
O=C(/C=C/c1ccc([N+](=O)[O-])s1)N1CCCCC1	26%	-22%	-0.4	-16%	-12%	-8%	-25%	6%	1%
COc1cccc(-c2ccc3c(N)c(C(=O)NCc4ccc(Cl)cc4)sc3n2)c1	-1%	318%[activator]	0.3	-17%	-32%	-12%	-21%	/	4%
C=CCOc1ccc2c3c(c(=O)oc2c1)CCCC3	/	/	/	-26%	-15%	/	2%	/	13%
COc1ccc2c(c1OC)C(=O)N1c3ccccc3C(=O)N(c3ccccc3F)C21 (stereo not drawn)	-24%	-15%	1.4	-13%	3%	3%	15%	0%	4%
O=C1S/C(=C/c2ccc(N3CCOCC3)o2)C(=O)N1Cc1ccc(F)cc1	12%	-10%	35*	2%	-23%	-2%	10µM*	-6%	4%
CCc1ccc(CNC(=O)c2cccc(-n3c(C)nc4cccnc43)c2)cc1	-3%	-7%	0.9	7%	-13%	-2%	-24%	/	0%
Cc1ccc(OCCN(C)C(=O)C2CCC(=O)N(CCCN3CCOCC3)C2)cc1 (stereo not drawn)	44%	-5%	0.3	-9%	-6%	-6%	292%[activator]	19%	4%
O=[N+]([O-])c1cccc(Nc2c3ccccc3nc3ccccc23)c1	?	99%[activator]	-0.4	12%	-23%	4%	-12%	-5%	-1%
COc1cc(-c2[nH]ncc2CN2CCN(c3cccc(C)n3)CC2)cc(OC)c1OC	0%	-15%	-1.0	-3%	-11%	-6%	0%	2%	-2%
CC(=O)Nc1ccc(OCC(=O)NC(C)c2ccc(F)cc2)cc1 (stereo not drawn)	4%	-10%	1.9	25%	2%	0%	-3%	0%	-9%
O=C(CN(C(=O)CCC(=O)Nc1nccs1)c1ccc(F)cc1)NCc1ccco1	18%	-8%	0.0	5%	-10%	-2%	155%[activator]	1%	1%
COCCN(Cc1ccccc1)C(=O)c1cccc(S(=O)(=O)N(C)c2c(C)n(C)n(-c3ccccc3)c2=O)c1	/	/	-0.2	5%	-2%	/	16%	50%	12%
CC1CN=C(N(Cc2ccccc2)C(=O)Nc2ccccc2)S1 (stereo not drawn)	24%	-11%	1.0	-16%	9%	0%	11%	1%	-13%
COc1ccccc1NS(=O)(=O)c1cccc(C(=O)NNC(=O)c2ccc(=O)[nH]c2)c1	/	/	0.1	20%	-4%	/	9%	10%	7%
Cc1ccnc(NC(=O)Cn2cc([N+](=O)[O-])cn2)c1	-21%	0%	0.9	58%[activator]	6%	-3%	-13%	-7%	-6%
COc1ccc(C2(C)CC(=O)NC2=O)cc1 (stereo not drawn)	11%	-5%	0.5	28%	7%	-1%	0%	29%	-18%
CC1(C)CC1C(=O)Nc1ccc([N+](=O)[O-])cc1Br (stereo not drawn)	14%[57.1 µM]	-6%	0.1	131%[activator]	-6%	3%	8%	0%	-1%
O=C(Nc1ccccc1N1CCOCC1)c1cnccn1	?	-10%	0.2	-21%	-12%	-4%	-16%[57.4 µM]	-4%	-1%
COc1ccc2c(=O)c(-c3ccc(C)cc3)c(-c3ccccc3)oc2c1	/	/	/	7%	-8%	/	-27%	2%	-7%
O=C(Nc1ccc(-c2csnn2)cc1)C1CC1	-2%	28%	-1.5	60%[activator]	-4%	-6%	3%	-1%	1%
O=C(C1CC1)N1CCN(S(=O)(=O)c2ccc3c(c2)OCCO3)CC1	-2%	-3%	-0.1	3%	-19%	-5%	3%	4%	2%
CCOC(=O)[C@@H]1[C@H]2COc3ccccc3[C@H]2N2C(=O)N(c3ccccc3)C(=O)[C@]12C	15%	-11%	-0.1	-25%	4%	-3%	/	22%	-10%
O=C(O)c1ccc(S(=O)(=O)c2ccc3c(c2)C(=O)N(NC(=O)c2cccnc2)C3=O)cc1	-12%	10%	-0.5	11%	6%	-2%	-3%	-2%	7%
COc1ccc(NC(=O)C2CCN(C(=O)Nc3ccc(C)cc3)CC2)cc1OC	5%	3%	-1.2	43%[activator]	-2%	-4%	-8%	16%	8%
O=C(Nc1ccc(F)cc1F)c1ccc(-n2cccn2)nc1	8%	-5%	-0.1	123%[activator]	2%	-6%	-4%	3%	-8%
O=C(CCl)NC(Cc1ccccc1)c1ccccc1 (stereo not drawn)	0%	2%	1.3	92%[activator]	-5%	-1%	-12%	-4%	-7%
CCOC(=O)c1c(C)nc2cc(C)cc(C)n12	7%	-10%	-0.6	-16%	-8%	-4%	-9%	3%	-5%
Cc1ccc(SCc2cc(-c3ccc(Cl)cc3)no2)cc1	34%	-10%	-1.5	7%	-7%	1%	0%	-4%	19%
CC(=O)NC(=S)Nc1ccc(S(=O)(=O)N2CCOCC2)cc1	-2%	-6%	0.2	103%[activator]	-6%	1%	-38%	1%	1%
COc1ccc(-c2cc3cc4c(cc3cn2)OCO4)cc1	/	/	/	-7%	-1%	/	-20%	-24%	-20%

Screens: PubChem BioAssay, National Center for Advancing Translational Sciences (NCATS)
